VLA-4 inh: inhibition in a human VLA-4 binding assay; 0.2% of 330,000 active; inhibition, % (about 7 µM as worked out from the volumes in the protocol); P13612; VLA-4 expressing cells, ligand binding flow cytometry; in the data active = inhibition above about 50%
RPL19A-GFP yeast: yeast TOR pathway RPL19A-GFP modulation; S. cerevisiae RPL19A-GFP strain, flow cytometry, 3 h; stronger effect = lower value; percent response vs DMSO, % at 10 µM; 0.3% of 330,000 active;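 active = percent response vs DMSO below 50%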;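 also: median channel GFP fluorescence of the barcoded RPL19A-GFP strain; ratio of sample median GFP to plate DMSO average so 100% = DMSO; lower means less RPL19A-GFP as with rapamycin TOR inhibition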
LAP4 TOR yeast: modulators of TOR pathway LAP4-GFP in S. cerevisiae | S. cerevisiae LAP4-GFP multiplex, flow cytometry GFP, 3 h; median GFP as percent of DMSO wells | GFP response vs DMSO, % at 10 µM | 0.34% of 320,000 active;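 active = GFP response vs DMSO above a set limit, about the screen mean plus 3 SD, cut at about 150% in these data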
CIT2 TOR yeast: alters CIT2-GFP fluorescence in TOR pathway yeast screen | AID 2029 | 0.065% of 320,000 active | S. cerevisiae CIT2-GFP strain, flow cytometry, 3 h; 100 means same as DMSO wells | GFP response vs DMSO, % at 10 µM;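 active = GFP response relative to DMSO above a set limit, near the screen mean plus 3 SD, cut at about 150% in these data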;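 also: ratio of well median GFP fluorescence to mean of DMSO wells on the plate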
MEP2-GFP yeast: yeast TOR pathway MEP2-GFP modulation; S. cerevisiae MEP2-GFP strain, flow cytometry GFP, 3 h; 100% = DMSO control level; GFP response vs DMSO, % at 10 µM; 0.51% of 330,000 active; AID 2016;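 active = GFP response versus DMSO above a set limit, roughly screen mean plus 3 SD, cut at about 180% in these data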;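 also: median GFP fluorescence of the barcode-gated MEP2-GFP cells per well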
AGP1-GFP MLPCN: modulators of TOR pathway AGP1-GFP in S. cerevisiae | GFP response vs DMSO, % at 10 µM | S. cerevisiae AGP1-GFP multiplex flow cytometry, 3 h; GFP as percent of DMSO wells | 0.02% of 320,000 active;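 active = GFP response relative to DMSO above a set limit, near screen average plus 3 SD, cut at about 150% in these data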;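 also: median GFP channel fluorescence of the gated AGP1 strain per well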
GRK2 aptamer HTS: human GRK2 inhibition via aptamer displacement. P25098. bead flow cytometry, FAM-aptamer displacement from GRK2. inhibition of aptamer binding, % at 10 µM. 0.59% of 330,000 active. AID 488847;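 active = inhibition of aptamer binding above 40%, roughly 3 SD of noise, on plates passing a quality check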;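 also: median bead fluorescence of bound FAM aptamer so fluorescent compounds give negative values; no value below 0 was filed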
JMJD2C inh: blocks human GASC-1 demethylase activity; Q9H3R0; GST-JMJD2C(1-420) H3K9me3 demethylation, DELFIA europium; inhibition, % at 2.35 µM; 0.069% of 330,000 active; AID 2099;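 active = more than half of a compound's replicate wells show inhibition beyond 50%, single wells judged on their own value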;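 also: signal counts dimethyl H3K9 product captured on neutravidin plate; 0% = median of DMSO wells and 100% = 0.3 times that DMSO median; strong numbers were not always called active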
Target sequence (Q9H3R0 1-420 limits assumed): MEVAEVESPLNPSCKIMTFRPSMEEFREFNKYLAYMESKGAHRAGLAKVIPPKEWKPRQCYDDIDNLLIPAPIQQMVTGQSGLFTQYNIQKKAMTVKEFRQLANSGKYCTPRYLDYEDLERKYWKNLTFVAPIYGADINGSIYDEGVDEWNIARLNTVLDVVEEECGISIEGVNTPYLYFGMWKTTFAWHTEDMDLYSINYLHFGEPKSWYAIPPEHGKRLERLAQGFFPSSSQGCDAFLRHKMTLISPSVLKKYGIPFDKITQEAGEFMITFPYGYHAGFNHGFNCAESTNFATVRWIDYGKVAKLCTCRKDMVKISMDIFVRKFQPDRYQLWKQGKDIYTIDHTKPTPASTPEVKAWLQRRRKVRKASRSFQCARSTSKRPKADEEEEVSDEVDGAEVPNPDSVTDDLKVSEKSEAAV
Starred values were filed as active, the others as inactive; . = no result given; & = joins results of further samples.

SMILES	VLA-4 inh	RPL19A-GFP yeast	LAP4 TOR yeast	CIT2 TOR yeast	MEP2-GFP yeast	AGP1-GFP MLPCN	GRK2 aptamer HTS	JMJD2C inh
O=C(Nc1ccc(S(=O)(=O)NCc2cccnc2)cc1)c1ccco1	0	104	109	112	109	112	0	4
Cc1cccc(-n2c(CNC(=O)c3ccccc3)nnc2SCC(=O)Nc2nccs2)c1	-2	106	112	124	102	112	0	-3
Cc1c(C=O)n(C)n(-c2ccccc2)c1=O	-1	94	86	78	100	82	1	-3
CCOC(=O)N1CCN(C(=S)NC2CCCCC2)CC1	-1	88	121	107	107	110	1	1
O=C(C[C@@H]1C/C=C\C[C@H](Cc2ccc(F)cc2)C(=O)OCCNC1=O)N[C@H](CO)Cc1ccccc1	6	110	107	102	106	112	4	.
COCCCN1C(=O)C(O)=C(C(=O)c2ccco2)C1c1ccc(Br)cc1 (stereo not drawn)	-7	87	86	85	85	87	15	7
O=C(NC(=S)Nc1ccccc1O)c1ccc(-c2ccc(Cl)cc2)o1	-5	97	94	89	95	97	0	5
Cc1ccc(NC(=O)CCNC(=O)c2ccc(Cl)cc2)cc1F	8	101	98	99	99	99	0	22
O=C(C(=O)N1CCCc2ccccc21)c1c[nH]c2ccccc12	2	95	94	95	95	88	0	-3
O=C(O)C1CCCCC1C(=O)NCCCCc1ccccc1 (stereo not drawn)	-20	93	92	97	95	95	2	-9
C/C(=N/NC(=O)CCC(=O)Nc1ccc(Br)cc1)c1ccc(Br)cc1	9	101	96	100	102	99	0	7
CC(C)N(Cc1nc(-c2ccc(Cl)cc2)no1)C(=O)c1cccs1	8	100	105	110	100	103	5	-1
COc1ccc(C(=O)NC2CCCCCCC2)cc1OC	-3	96	103	100	96	102	2	.
COc1cccc(CC2(CO)CCCN(Cc3[nH]c4ccc(C)cc4c3C)C2)c1 (stereo not drawn)	1	94	114	96	97	100	40	-9
Cc1ccc(C(=O)N2CCN(C(=O)c3ccc(C)cc3)C2)cc1	-3	95	105	98	103	103	0	0
CC1(C)CC(=O)N(CC(=O)O)c2ccccc2S1	0	98	101	100	98	100	0	35
CC(C)(O)[C@@H]1CC[C@@](C)(C2CC[C@]3(C)C2[C@H](O)CC2[C@@]4(C)CC[C@H](O)C(C)(C)C4[C@@H](O[C@H]4O[C@@H](CO)[C@H](O)[C@@H](O)[C@@H]4O[C@@H]4O[C@H](CO)[C@@H](O)[C@H](O)[C@H]4O)C[C@]23C)O1 (stereo in doubt)	4	98	105	91	102	102	1	1
CCc1noc(C)c1C(=O)Oc1ccc(N(C)S(=O)(=O)c2ccccc2)cc1	9	103	90	103	102	109	3	0
O=C(N/N=C(\Cc1ncc[nH]1)c1ccccc1)c1cccnc1	8	105	92	95	96	90	0	-4
CC(C)COC(=O)N(C)c1ccc(C(O)(C(F)(F)F)C(F)(F)F)cc1	9	96	95	99	99	99	2	5
O=C(NCCNC(=O)c1ccc([N+](=O)[O-])cc1)c1ccncc1	3	82	92	98	150	29	0	5
O=S(=O)(Nc1ccc2ccccc2c1)c1ccccc1	.	104	103	93	108	109	0	2
O=C(CN(C(=O)CCC(=O)Nc1nccs1)c1ccccc1F)NCc1ccccc1	0	94	81	92	89	94	0	-4
O=C(CN1CCOCC1)NCCNS(=O)(=O)c1ccccc1	-4	97	110	106	106	99	4	2
Oc1[nH]c2ccccc2c1N=Nc1nncc2ccccc12	-10	110	103	101	106	103	4	1
CC1(C)N([O-])c2cc([N+](=O)[O-])ccc2[N+]1=O	-9	100	.	.	89	.	68*	18
CN(C)S(=O)(=O)c1cccc(-c2nnc(-c3ccccc3)o2)c1	5	98	92	98	102	97	5	-5
CCN(CC)C(=O)C1CCCN(Cc2ccc3ccccc3c2)C1 (stereo not drawn)	10	105	95	106	118	104	1	-3
N/C(=N\OC(=O)COc1ccc(Cl)cc1Cl)c1cccnc1	16	99	90	82	95	86	0	-5
CC(NC(=O)c1ccccc1)C(=O)N/N=C/c1ccco1 (stereo not drawn)	6	98	92	99	93	100	0	-14
COCCSc1nnc(NC(=O)C2CCCCC2)s1	-5	89	81	66	94	85	0	9
CC(C)(C)c1csc(CS(=O)(=O)c2ccccn2)n1	15	97	108	103	94	111	0	-10
CCc1ccc(C(C)NC(=O)c2ccc(F)cc2)cc1 (stereo not drawn)	10	99	105	105	97	101	0	14
Nc1nc(Nc2ccccc2)nc(NCc2ccccc2)c1[N+](=O)[O-]	32	99	98	89	96	97	1	5
FC(F)(F)c1nnc2ccc(Sc3ccccn3)nn12	5	105	105	109	109	109	0	3
Cc1cc(C)c(NC(=O)COC(=O)CSc2ccc(Br)cc2C)c(C)c1	21	99	74	91	94	90	0	-71
CC1CC(=O)N(c2ccc(NCCc3ccccc3)c([N+](=O)[O-])c2)C1=O (stereo not drawn)	7	101	110	94	103	95	0	-7
COc1cc(C=O)c(Br)cc1OC1CCCC1	3	104	88	108	102	99	0	5
Cn1c(=S)ccc2ccccc21	9	99	109	107	102	105	3	0
Cc1cccc(NC(=S)NC2CCCC2)n1	0	94	124	97	93	90	1	2
CCOC(=O)Cc1c(C)nc(Cc2ccc(OC(C)C)cc2)[nH]c1=O	3	110	102	112	106	117	0	-4
Cc1cc(NC(=O)CCC(=O)N(CC2CCCO2)C(C(=O)NC2CCCC2)c2cccnc2)no1 (stereo not drawn)	2	102	100	96	103	110	6	-2
COCCCNC(=O)c1cn(Cc2c(F)cccc2Cl)nn1	5	101	100	108	107	103	1	-8
Cc1ccc(C(=O)Nc2nc(-c3ccc([N+](=O)[O-])cc3)cs2)o1	-8	95	109	84	94	97	1	-5
O=C(NCC(=O)N1CCN(S(=O)(=O)c2ccc3c(c2)OCCO3)CC1)c1ccccc1Cl	15	101	109	93	103	102	0	-6
CCCCc1nnc(NC(=O)CSc2nc(C)cc(=O)[nH]2)s1	-2	97	93	95	98	.	0	0
CC(C)COc1ccc(/C=C2/Sc3ccccc3C2=O)cc1	-84	95	82	90	95	92	0	-7
O=C(Nc1nc2ccccc2[nH]1)c1ccc([N+](=O)[O-])cc1	2	96	104	86	93	107	1	-4
CCn1c(SCC(=O)N2CCC(C(N)=O)(N3CCCCC3)CC2)nnc1-c1ccccc1	7	89	92	89	99	86	0	-10&32
COc1nc(Oc2ccc(C(=O)OCC(N)=O)cc2)nc(N(C)C)n1	16	96	96	101	100	98	1	.
CN(C)c1ccc(CN(C(=O)c2ccco2)C2CCS(=O)(=O)C2)cc1 (stereo not drawn)	15	103	101	103	100	105	0	-6
CCN(CC)CCCN(Cc1cc2cc3c(cc2[nH]c1=O)OCCO3)C(=O)Nc1ccccc1	17	100	112	107	105	106	0	0
COc1ccccc1NC(=O)NNC(=O)CN1C(=O)COc2ccccc21	4	102	99	93	79	97	0	8
CCn1cc(C(=O)N[C@H](C(=O)NCCCn2ccnc2)C(C)C)c(=O)c2cc3c(cc21)OCO3	6	98	91	92	92	95	1	2
COc1ccc(N2CCN(C(=O)COC(=O)c3ccccc3OCc3ccc(F)cc3)CC2)cc1	15	98	116	85	99	99	1	18
NC(=S)N/N=C/c1coc2ccc(Cl)cc2c1=O	3	89	107	64	91	81	2	7
O=C(COC(=O)c1ccc(Br)c(S(=O)(=O)N2CCOCC2)c1)NCC1CCCO1 (stereo not drawn)	1	94	96	102	97	94	0	11&-23
CC1CN(CC(O)COC(c2ccc(Cl)cc2)c2ccc(Cl)cc2)CC(C)O1 (stereo not drawn)	2	110	95	102	106	107	2	1
CC(C)C(OC(=O)c1nsc(Cl)c1Cl)C(=O)NCc1ccccc1 (stereo not drawn)	3	98	96	95	97	95	0	5
O=C(c1cccc2ccccc12)N1CCN=C1SCc1ccc([N+](=O)[O-])cc1	-1	98	92	87	95	92	2	11

15 consecutive records already listed, quoted:
SMILES	VLA-4 inh	RPL19A-GFP yeast	LAP4 TOR yeast	CIT2 TOR yeast	MEP2-GFP yeast	AGP1-GFP MLPCN	GRK2 aptamer HTS	JMJD2C inh
COCCCNC(=O)c1cn(Cc2c(F)cccc2Cl)nn1	5	101	100	108	107	103	1	-8
Cc1ccc(C(=O)Nc2nc(-c3ccc([N+](=O)[O-])cc3)cs2)o1	-8	95	109	84	94	97	1	-5
O=C(NCC(=O)N1CCN(S(=O)(=O)c2ccc3c(c2)OCCO3)CC1)c1ccccc1Cl	15	101	109	93	103	102	0	-6
CCCCc1nnc(NC(=O)CSc2nc(C)cc(=O)[nH]2)s1	-2	97	93	95	98	.	0	0
CC(C)COc1ccc(/C=C2/Sc3ccccc3C2=O)cc1	-84	95	82	90	95	92	0	-7
O=C(Nc1nc2ccccc2[nH]1)c1ccc([N+](=O)[O-])cc1	2	96	104	86	93	107	1	-4
CCn1c(SCC(=O)N2CCC(C(N)=O)(N3CCCCC3)CC2)nnc1-c1ccccc1	7	89	92	89	99	86	0	-10&32
COc1nc(Oc2ccc(C(=O)OCC(N)=O)cc2)nc(N(C)C)n1	16	96	96	101	100	98	1	.
CN(C)c1ccc(CN(C(=O)c2ccco2)C2CCS(=O)(=O)C2)cc1 (stereo not drawn)	15	103	101	103	100	105	0	-6
CCN(CC)CCCN(Cc1cc2cc3c(cc2[nH]c1=O)OCCO3)C(=O)Nc1ccccc1	17	100	112	107	105	106	0	0
COc1ccccc1NC(=O)NNC(=O)CN1C(=O)COc2ccccc21	4	102	99	93	79	97	0	8
CCn1cc(C(=O)N[C@H](C(=O)NCCCn2ccnc2)C(C)C)c(=O)c2cc3c(cc21)OCO3	6	98	91	92	92	95	1	2
COc1ccc(N2CCN(C(=O)COC(=O)c3ccccc3OCc3ccc(F)cc3)CC2)cc1	15	98	116	85	99	99	1	18
NC(=S)N/N=C/c1coc2ccc(Cl)cc2c1=O	3	89	107	64	91	81	2	7
O=C(COC(=O)c1ccc(Br)c(S(=O)(=O)N2CCOCC2)c1)NCC1CCCO1 (stereo not drawn)	1	94	96	102	97	94	0	11&-23

(more compounds)
SMILES	VLA-4 inh	RPL19A-GFP yeast	LAP4 TOR yeast	CIT2 TOR yeast	MEP2-GFP yeast	AGP1-GFP MLPCN	GRK2 aptamer HTS	JMJD2C inh
CC(C)c1ccc(OC(=O)c2cccc(S(=O)(=O)N3CCN(C)CC3)c2)cc1	2	97	97	111	101	100	0	4
O=S(=O)(Nc1ncn[nH]1)c1ccc(Cl)cc1	10	103	92	108	106	96	0	1
O=C(Nc1nnc(CSCc2ccc(F)cc2)s1)c1ccc([N+](=O)[O-])cc1	-1	102	92	102	100	99	0	4
c1ccc(Cc2nnc(N3CCCCC3)c3ccccc23)cc1	3	93	106	91	105	99	0	2
COCCCNC(=O)[C@H](Cc1c[nH]c2ccccc12)NC(=O)OCc1ccccc1	14	101	90	104	102	101	3	6
O=C(Nc1cc2c(cc1Cl)OCCO2)c1ccco1	43	107	100	96	110	104	0	30

Bioassay records: PubChem BioAssay, several laboratories
